BLM inh = inhibitors of human Bloom syndrome helicase BLM; recombinant BLM DNA unwinding, fluorescence dequenching; Potency, µM (top dose mostly 56.1 µM), inactives show top-dose activity change, negative = inhibition, hits mostly inhibitors; 350,000 compounds, 0.2% hits; AID 2528;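 also: plate controls were vehicle for no effect and no enzyme for full effect; nearly all actives have a fitted effect of over 35% in size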
Pin1 inhibitor = inhibitors of human Pin1; Pin1 FP peptide displacement, HiFluor488, 10 min; 390,000 compounds, 0.009% hits; AID 504891; Potency, µM (top dose mostly 115 µM), inactives show top-dose activity, negative = inhibition, hits mostly inhibitors; active = well fitted inhibition curve with a large enough effect in the polarisation, with a control signal flat, not every such curve was filed as active; inconclusive = small, poorly fitted or top-dose-only effect, or effect the other way, or a change in a side signal; inactive = no such curve, though single readings can be large or run the other way; the % refers to the polarisation; also: % is scaled to controls: 0 for no effect and ±100 for the full control effect
G9a block = blocks human histone lysine methyltransferase G9a; Q96KQ7; G9a H3K9 monomethylation, AlphaScreen, 2 h; Potency, µM (highest dose often 102 µM), without a hit: top-dose activity, negative = inhibition, usual class: inhibitors; 350,000 compounds, 8.8% hits; AID 504332; also: % is scaled to controls: 0 for no effect and ±100 for the full control effect; nearly all actives have a fitted effect of over 75% in size
Target sequence (Q96KQ7 913-1193 limits assumed): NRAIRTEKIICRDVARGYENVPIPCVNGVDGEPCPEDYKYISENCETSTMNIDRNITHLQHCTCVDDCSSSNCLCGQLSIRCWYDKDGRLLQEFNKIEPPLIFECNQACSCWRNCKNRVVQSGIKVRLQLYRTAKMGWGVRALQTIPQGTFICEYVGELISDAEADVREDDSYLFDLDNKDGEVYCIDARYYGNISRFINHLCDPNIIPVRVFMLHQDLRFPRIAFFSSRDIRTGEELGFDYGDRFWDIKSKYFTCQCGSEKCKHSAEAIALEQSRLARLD
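Methyltransferase reactions run at room temperature for 2 h (20 nM enzyme, 500 nM biotin-H3K9 peptide, 20 uM SAM) after a 15 min compound preincubation; product detected by AlphaScreen beads and anti-H3K9me1 antibody.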
HP1b binding inh = HP1-beta chromodomain-methylated histone interaction inhibition | P83916 | AlphaScreen HP1-beta / biotin-H3K9me3 peptide binding | Potency, µM (highest dose often 114 µM), without a hit: at the highest dose activity change, negative = inhibition, most hits filed as inhibitors | 390,000 compounds, 0.56% hits | AID 540317; also: nearly all actives have a fitted effect of over 70% in size; inactives centre near 23
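HP1-beta protein (50 nM final) preincubated 30 min at room temperature with biotinylated H3(1-18)K9me3 peptide (50 nM) in PBS pH 7.4, 0.01% Tween-20, then compound added for 30 min. AlphaScreen streptavidin donor/nickel chelate acceptor beads (10 ug/mL final), 30 min dark, luminescence read.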
POLI inh = DNA polymerase iota (human) inhibition | Q9UNA4 | Pol iota fluorescent replication assay, 10 min | Potency, µM (highest dose often 115 µM), for the others: at the highest dose activity, negative = inhibition, usual class: inhibitors | 390,000 compounds, 1% hits | AID 588590
Target sequence (Q9UNA4 whole entry, looked up): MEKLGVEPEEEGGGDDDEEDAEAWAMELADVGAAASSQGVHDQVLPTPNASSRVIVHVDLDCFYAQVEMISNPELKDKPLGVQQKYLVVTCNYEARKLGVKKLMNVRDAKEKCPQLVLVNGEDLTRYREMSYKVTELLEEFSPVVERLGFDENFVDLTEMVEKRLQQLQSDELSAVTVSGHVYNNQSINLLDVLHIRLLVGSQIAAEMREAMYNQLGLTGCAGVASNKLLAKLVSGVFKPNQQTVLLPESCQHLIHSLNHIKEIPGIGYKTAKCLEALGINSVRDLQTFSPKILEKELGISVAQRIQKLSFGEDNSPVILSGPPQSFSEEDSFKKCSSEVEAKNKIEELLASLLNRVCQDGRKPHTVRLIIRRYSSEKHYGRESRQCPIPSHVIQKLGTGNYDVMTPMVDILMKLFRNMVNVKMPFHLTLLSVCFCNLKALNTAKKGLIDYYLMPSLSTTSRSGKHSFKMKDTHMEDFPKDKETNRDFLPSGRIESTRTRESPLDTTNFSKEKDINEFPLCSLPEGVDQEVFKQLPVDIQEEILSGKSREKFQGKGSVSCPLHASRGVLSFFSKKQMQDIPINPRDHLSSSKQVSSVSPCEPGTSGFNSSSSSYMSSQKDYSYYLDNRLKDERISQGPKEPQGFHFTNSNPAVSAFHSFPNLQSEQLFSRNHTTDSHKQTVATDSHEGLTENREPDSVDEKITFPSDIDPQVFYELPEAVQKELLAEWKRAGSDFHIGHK
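Pol iota at 10 nM preincubated 15 min with compounds at room temperature; reaction started with fluorescent substrate, 50 nM final. Fluorescence read kinetically at 0 and 10 min; buffer-only wells as negative control.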
Tb PGK inh = inhibitors of T. brucei phosphoglycerate kinase; PGK/GAPDH coupled, Kinase-Glo luminescence, 60 min; Potency, µM (top dose mostly 57.5 µM), without a hit: at the highest dose activity change, negative = inhibition, most hits filed as inhibitors; AID 602233; 380,000 compounds, 0.043% hits; P07378; also: % is scaled to controls: 0 for no effect and ±100 for the full control effect; nearly all actives have a fitted effect of over 60% in size
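Luminescent ATP detection (Kinase-Glo Plus) follows a 60-minute room-temperature incubation, with wells lacking PGK as controls. Buffer: 100 mM TEA (pH 7.6), 5 mM MgCl2, 0.01% Tween-20. Coupling enzyme GAPDH (100 nM final) supplies unstable 1,3-BPG in-well.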
BAZ2B block = BAZ2B (human) inhibition; Q9UIF8; AlphaScreen BAZ2B-H3K14Ac peptide displacement; Potency, µM (doses to about 114 µM), without a hit: at the highest dose activity change, negative = inhibition, usual class: inhibitors; 360,000 compounds, 4.4% hits; also: % is scaled to controls: 0 for no effect and ±100 for the full control effect; nearly all actives have a fitted effect of over 60% in size
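BAZ2B (50 nM) with biotin-H3(5-23)K14Ac peptide (50 nM) in PBS pH 7.4, 0.01% Tween-20, preformed 30 min, then compound 30 min at room temperature; top concentration 110uM. AlphaScreen streptavidin donor/nickel chelate acceptor beads (10 ug/mL final), 20 min dark, signal read.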
GLS inhibitor = inhibitors of human glutaminase (GLS) | 410,000 compounds, 0.21% hits | Potency, µM (highest dose often 45.5 µM), for inactives: at the top dose activity change, negative = inhibition, actives largely listed as inhibitors | O94925 | GLS enzymatic activity, qHTS titration | AID 624170; also: % is scaled to controls: 0 for no effect and ±100 for the full control effect
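Assay buffer: 45 mM KH2PO4 pH 8.2, 0.02% Tween-20. hKGA acts on L-glutamine (1 mM solution added); product glutamate is reported by an oxidase/peroxidase Amplex Red coupling, with fluorescence taken at baseline and 30 min.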
JMJD2A Tudor = JMJD2A Tudor domain (human) inhibition; 390,000 compounds, 4.4% hits; AID 504339; AlphaScreen JMJD2A-Tudor / H3K4me3 peptide binding; O75164; Potency, µM (doses to about 114 µM), for the others: top-dose activity change, negative = inhibition, actives largely listed as inhibitors; also: % is scaled to controls: 0 for no effect and ±100 for the full control effect; nearly all actives have a fitted effect of over 50% in size
* hit, by the source's call; i = inactive; ? = inconclusive; . = not tested or not shown; & = joins results of further samples; [ ] = dose if it differs, or a comment. Unless noted, calls follow the shape of the dose curve; as a rule, active = well fitted curve in the direction sought with a large enough effect; inconclusive = small, poorly fitted or top-dose-only effect, or another doubt; inactive = no such curve, though single readings can be large; an effect the other way counts as inactive or inconclusive. Potency is read from the fitted curve at half-maximal effect. An excerpt; rates above refer to the full screens.

Sequence of screens – Tb PGK inh	BLM inh	HP1b binding inh	Pin1 inhibitor	JMJD2A Tudor	G9a block	POLI inh	BAZ2B block	GLS inhibitor
CCn1ccnc1CN(C)Cc1nc(-c2ccc3c(c2)OCO3)no1
  i	1%	-7%	-1%	-28%	.	38%[activator]	?	-6%
OCCN=c1cc(-c2ccccc2)oc2ccc(Cl)cc12
  -5%	5%	12%	-3%	-22%	-15%[0.501 µM]	?	?	7%
COc1ccc(CCNC(=O)CSc2cn(CCNC(=O)c3cccc(C(F)(F)F)c3)c3ccccc23)cc1OC
  0%	-7%	33%	-5%	-18%	0%[59 µM]	21%	-29%	10%
COC(=O)C[C@H]1c2cc(C(F)(F)F)ccc2S(=O)(=O)N1C(C)(C)C
  4%	.	25%	-2%	-14%	.	-20%&-6%	.	-1%
Cc1cccc(NC(=O)c2cc(-c3ccc(C)s3)nc3ccccc23)n1
  -3%	-6%	95%[activator]	32%[activator]	44%[activator]	45%[activator]	5%	16%	1%
Cc1cccc(NS(=O)(=O)c2ccc3[nH]c(=O)ccc3c2)c1C
  -6%	-2%	26%	-6%	-7%	-27%[59 µM]	4%	-3%	-1%
C=CCn1c(Cc2csc(N)n2)nnc1SCC(=O)Nc1ccc(C(=O)OCC)cc1
  -2%	-2%	33%	5%	79µM*	17%[59 µM]	2%	22µM*	-2%
Cc1ccc(CSc2nc3[nH]ncc3c(=O)[nH]2)cc1
  -2%	-13%	89%[activator]	-7%	-16%	-1%	21%	3%	-3%
Cc1ccc(NS(=O)(=O)c2ccccc2)c([N+](=O)[O-])c1
  i	.	10%[57 µM]	-5%	-23%	.	28%	.	-1%
Cc1ccn2c(=O)c(C(=O)O)cnc2c1
  -6%	-12%	8%	5%	-12%	-30%	81%[activator]	?	11%
CCN(CC(=O)NCc1ccc(Cl)cc1)C(=O)NCc1ccc(Cl)cc1
  -5%	-3%	15%	-6%	-27%	-42%	102%[activator]	-7%	-6%
Cc1ncc(C23CC4CC(CC(C4)C2)C3)[nH]1
  -6%	1%	48%[activator]	-3%	-15%	19%[59 µM]	17%	1%	-3%
O=S(=O)(NC1CCCCC1N1CCN(c2cccc(Cl)c2)CC1)c1ccccc1 (stereo unspecified)
  6%	-17%	17%	8%	-24%	32%	-4%	2%[57.1 µM]	24%
COc1cccc(-c2ncc3ccccc3c2COC(=O)c2ccc(F)cc2)c1
  -3%	.	32%	?	-9%	9%[0.501 µM]	-10%	15%	4%
COc1ccc(OC)c(C2=NOC(C(=O)Nc3cccnc3)C2)c1 (stereo unspecified)
  2%	1%	26%	-1%	-4%	4%[12.7 µM]	11%[58.9 µM]	-15%	-3%
COC(=O)c1cn(-c2cccc(C)n2)cn1
  -4%	-1%	25%	-7%	0%	-2%	29%	-7%	3%
O=C(NC(=S)Nc1ccc(Br)cc1)C1CCCCC1
  0%	-4%	32%	1%	5%	3%	31%[activator]	-4%	-2%
CC(C)(C)C(=O)n1nc(-c2ccccc2)oc1=O
  -8%	3%	52%	2%	0%	0%[59 µM]	7%	5%	27%
O=C(CSc1nnc(-c2ccc(S(=O)(=O)N3CCCC3)cc2)n1CC1CCCO1)NC1CC1 (stereo unspecified)
  6%	-4%	15%	1%	-3%	50µM*	64%[activator]	-7%	1%
COc1ccc(OC)c(CNC(=O)c2ccccc2NC(=O)c2nsc3ccccc23)c1
  -4%	-4%	4%[57 µM]	9%	-10%	-8%[59 µM]	-19%	-7%	-4%
Cc1ccc2[nH]c(CSc3ccccc3)cc(=O)c2c1
  -9%	-1%	73%[activator]	-3%	-9%	-22%	32%[activator]	-35%	2%
CCn1cc(C(=O)NC(C)C)c(=O)c2cc(F)c(N3CCN(C(=O)c4ccco4)CC3)cc21
  -7%	-1%	27%	3%	-17%	-3%	0%	-20%	-6%
Cc1sc(NC(=O)c2ccc3ncsc3c2)c(C(N)=O)c1C
  -1%	.	25%	4%	-2%	-50%	54%[activator]	-5%	?
O=C(N/N=C/c1ccc(-c2ccccc2)o1)c1ccccc1O
  -7%	-10%	38%	-3%	-25%	.	71%[activator]	-7%	1%
O=C(OCc1nc2ccc(Cl)cc2n1CCO)c1ccccc1
  4%	1%	17%	2%	-18%	7%[59 µM]	16%	-6%	4%
COc1[nH]c(/N=C/c2ccco2)c(C#N)c1C#N
  .	.	22µM*	?	32µM*	.	71µM*	.	.
O=C1CN(C(=O)COC(=O)CNS(=O)(=O)/C=C/c2ccccc2)c2ccccc2N1
  -5%	-1%	67%[activator]	-2%	-12%	-9%	25%	-12%	0%
CCOc1ccccc1NC(=O)c1ccc2c(c1)CCCN2S(C)(=O)=O
  -3%	1%	38%	?	-17%	-21%[59 µM]	-2%	1%	-5%
C=CCn1c(-c2cc(Cl)ccc2OC)n[nH]c1=S
  -1%	-2%	8%	-8%	7.9µM*	1.6µM*	-7%	1%	-7%
COc1ccc([N+](=O)[O-])cc1NC(=O)c1ccc(-n2nc(C)cc2C)cc1
  5%	-5%	20%	8%	-2%	-2%	69%[activator]	-15%	6%
COc1ccccc1C(=O)Nc1ccc(OCC(=O)N2C(C)CCCC2C)cc1 (stereo unspecified)
  -6%	.	40%[activator]	-3%	-4%	5%[59 µM]	36%	8%	-1%
Cc1nn(-c2ccccn2)c2c1C(c1ccncc1)C1=C(CC(C)(C)CC1=O)N2 (stereo unspecified)
  -10%	-3%	18%	-6%	-19%	-38%[59 µM]	16%	-34%	30%[activator]
CN(C)S(=O)(=O)N1CCC(n2nccc2NC(=O)CCCc2ccccc2)CC1
  -2%	-1%	53%[activator]	-11%	-19%	24%	21%	-1%	-3%
CCN(CC(=O)Nc1c(F)cccc1F)C(=O)CCC(=O)c1ccc(F)cc1
  -6%	.	13%	-3%	-12%	-33%	30%[activator]	4%	11%
CCNc1ccc(Br)cc(C(=O)/C=C/c2ccccc2Cl)c1=O
  -11%	.	-35%	?	45µM*	.	?	.	12%
COc1ccc(C2(C)NC(=O)NC2=O)cc1OC (stereo unspecified)
  -6%	-7%	38%	3%	-11%	-33%	?	3%	-5%
CSCCC(NC(=O)c1cccc(S(=O)(=O)N2CCN(C(C)=O)CC2)c1)c1nc2ccccc2[nH]1 (stereo unspecified)
  5%	.	37%	-3%	-19%	.	6%	.	-3%
O=C1CCCCCCC1Sc1ccccc1[N+](=O)[O-] (stereo unspecified)
  3%	-9%	?	0%	-17%[11.4 µM]	11µM*	2%	?	-3%
CCCNC(=O)c1ccc(COc2ccc(C)cc2)o1
  -5%	-1%	2%	-5%	-12%	.	16%	6%	-4%
COc1cccc(C(=O)N(Cc2cccc(F)c2)C2CCS(=O)(=O)C2)c1 (stereo unspecified)
  2%	3%	30%	1%	-11%	-6%[59 µM]	-17%	-4%	-1%
COc1ccc(CC(=O)NCc2ccc3c(c2)cc(C)n3C)cc1OC
  -3%	3%	8%	-3%	-31%	-37%	4%	-34%	16%
CC1(c2nnc(-c3ccc(Cl)cc3)o2)CC(c2ccc(Cl)cc2)=NO1 (stereo unspecified)
  i	-6%	34%	3%	-4%	19%[12.7 µM]	1%	36%[activator]	0%
COc1ccc(S(=O)(=O)N2CCCOC2CNC(=O)C(=O)NCCc2ccco2)cc1 (stereo unspecified)
  6%	-3%	-7%	1%	-27%	.	-23%	-37%	3%
COc1cc(/C=C/C(=O)OCC(=O)NCc2ccc3c(c2)OCO3)cc(OC)c1OC
  -1%	.	33%	1%	-6%	.	12%	.	3%
Cc1cc2cc(CN(CC3CCCO3)C(=O)c3cnccn3)c(=O)[nH]c2cc1C (stereo unspecified)
  -7%	-2%	9%	-1%	1%	2%[12.7 µM]	11%	0%	3%
Nc1nnnn1/N=C/c1ccccc1OCc1ccccc1
  -4%	-4%	73%[activator]	-3%	-29%	20%[59 µM]	-3%	7%	-8%
CCOC(=O)c1ccc(NC(=O)c2nccnc2C(=O)O)cc1
  -6%	-2%	15%	2%	40µM*	28µM*	?	?	-12%
COc1ccc(OC)c(C(=O)NC(CC(N)=O)c2ccc(N3CCN(c4ccccn4)CC3)c([N+](=O)[O-])c2)c1 (stereo unspecified)
  -1%	1%	16%	1%	-33%	79µM*	?	?	-2%
O=C(Nc1ccc(N2CCN(C(=O)c3ccco3)CC2)cc1)c1cccs1
  -17%	-2%	4%	1%	-20%	28%[2.33 µM]	-11%	-3%	24%
COc1cc(/C=C/C(=O)Nc2ccc(N3CCCCC3)c(S(=O)(=O)Nc3ccccc3Cl)c2)cc(OC)c1OC
  -7%	-6%	25%	-1%	-12%	11%[59 µM]	-9%	-1%	1%
COc1ccc(C(=O)Nc2ccccc2C(=O)NCCN2CCOCC2)cc1
  5%	1%	20%	-6%	-17%	-49%[12.7 µM]	10%	-13%	1%
Cc1ccc2cccc(NC(=O)C(F)(F)F)c2n1
  4%	-8%	70%[activator]	10%	-28%	-3%[12.7 µM]	30%[activator]	1%	-15%
O=C(COC(=O)c1ccc(O)cc1)NCCCc1ccccc1
  -12%	3%	24%	1%	-17%	2%	48%[activator]	-4%	2%
CCn1c2ccc(C)cc2c2nc3cc(C(=O)O)ccc3nc21
  -1%	0%	30%	2%	-12%	-15%[59 µM]	13%	10%	-14%
CN=C(Nc1cc(C)nn1CCC#N)c1ccc(F)cc1
  .	-2%	13%	9%	-9%	3%[59 µM]	10%	3%	-7%
Cc1ccc(C(=O)CSc2nnc(COc3cc(C)cc(C)c3)o2)cc1
  -2%	-8%	8%	19%	-1%[57.1 µM]	-25%[12.7 µM]	12%	2%	7%
O=C(Nc1ccccn1)c1ccc(Cl)c(S(=O)(=O)N2CCc3ccccc32)c1
  i	.	33%	-1%	-15%	-16%[12.7 µM]	?	8%	-4%

Bioassay records from PubChem.
